MKP-3 inhibition – MKP-3 phosphatase inhibitors, primary screen, biochemical, rat enzyme, in vitro (AID 425). recombinant MKP-3 phosphatase activity, fluorescence; higher % means a stronger effect. inhibition, % at 20 µM, or IC50 in µM where a hit was titrated. 0.17% of 110,000 active; in the data active = inhibition above about 50%;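 note: plate controls were vehicle for no effect and reference inhibitor for full effect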
Hsp70 inhibitors – small molecules displacing fluorescent ligand from Hsp70 – biochemical, fluorescence polarization, primary screen (AID 583). displacement, % at 20 µM; hits with a dose series show IC50 in µM. Hsp70 fluorescence polarization probe displacement, mP; higher % means a stronger effect. 0.06% of 140,000 active; in the data active = displacement above about 50%;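 note: plate controls were vehicle for no effect and reference ligand for full effect; a part of the inactive calls stands beside numbers as strong as those of hits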
* = called active by the depositor; & = joins results of further samples. A portion of the library. The share of hits here may be higher or lower than overall.

CC(Cc1ccccc1)NC(=O)CC(c1ccccc1)c1ccc(O)c(Cl)c1Cl (centres undefined) was read as MKP-3 inhibition 0% and Hsp70 inhibitors 7.6%.
Screening Fc1ccc(C(c2nnnn2Cc2ccccc2)N2CCSCC2)cc1 (centres undefined) returned MKP-3 inhibition -13% and Hsp70 inhibitors -0.3%.
`O=C(CSc1ccc2nnc(-c3cccnc3)n2n1)NCc1ccco1` gave MKP-3 inhibition 3% and Hsp70 inhibitors -1.2%.
`CC(C)(O)C#Cc1ccc(C(=O)N2CCN(C/C=C/c3ccccc3)CC2)cc1` gave MKP-3 inhibition 0% and Hsp70 inhibitors -1.3%.
For O=C(c1ccccc1)n1ccn(-c2ccccc2)c1=S the results were Hsp70 inhibitors 0.1%.
For c1ccc2c(-c3nnc(SCc4cn5ccccc5n4)o3)c[nH]c2c1 the results were Hsp70 inhibitors 15%.
`CCOc1ccc(S(=O)(=O)N2CCC(C(N)=O)CC2)c2ccccc12` gave MKP-3 inhibition 2% and Hsp70 inhibitors 4.7%.
`CCc1nnc(NC(=O)CSc2nnc(COc3ccccc3C)o2)s1` gave MKP-3 inhibition -15% and Hsp70 inhibitors -3.3%.
Screening O=C1C(=O)N(c2cccc(Cl)c2)C(c2ccc(F)cc2)/C1=C(\O)c1ccccc1 (centres undefined) returned MKP-3 inhibition 1% and Hsp70 inhibitors 0.6%.
For Cc1cc(N/C=C/C(=O)c2ccc(Cl)s2)no1 the results were MKP-3 inhibition 9% and Hsp70 inhibitors -3.6%.
`CCCC(=O)Nc1ccc(C(=O)n2nnc3ccccc32)cc1` gave MKP-3 inhibition -16% and Hsp70 inhibitors -1.6%.
Screening CCOc1ccc(C2=Nn3c(nnc3-c3cccnc3)SC2)cc1 returned MKP-3 inhibition -1% and Hsp70 inhibitors 0.7%.
For CCOCC(=O)Nc1nnc(COCC)s1 the results were MKP-3 inhibition -14% and Hsp70 inhibitors 1.1%.
CC1=C(C(=O)Nc2ccccc2)C(c2ccc(Cl)cc2)N2C(=O)CSC2=N1 (centres undefined) was read as MKP-3 inhibition 2% and Hsp70 inhibitors -1.4%.
`CC(C)OC(=O)CSc1nnc(CNc2cccc(Cl)c2)n1C` gave Hsp70 inhibitors 5.2%.
For CCOc1ccc(-c2cc(C)n3nc(C(=O)Nc4cccc(O)c4)cc3n2)cc1 the results were MKP-3 inhibition 11% and Hsp70 inhibitors 1.3%.
Cc1cc(=O)[nH]c2n[nH]c(-c3ccccc3)c12 was read as MKP-3 inhibition 6% and Hsp70 inhibitors 1.5%.
For CCN=C1SC(C(=O)Nc2cccc(OCC)c2)CC(=O)N1CC (centres undefined) the results were MKP-3 inhibition -12% and Hsp70 inhibitors 6.5%.
`CCOc1ccc(-c2nnn(CC(=O)N3CCN(c4ccc(F)cc4)CC3)n2)cc1OCC` gave MKP-3 inhibition 5% and Hsp70 inhibitors 0.6%.
Screening CCN=C(NCC)SC1CC(=O)N(c2ccc(Cl)c(Cl)c2)C1=O (centres undefined) returned MKP-3 inhibition -1% and Hsp70 inhibitors -3.8%.
`COc1cc(-n2c(=O)c3ccccc3n(Cc3cccnc3)c2=O)cc(OC)c1OC` gave MKP-3 inhibition 2% and Hsp70 inhibitors -4.2%.
`O=C(c1cc2ccccc2oc1=O)N1CCN(C(c2ccccc2)c2ccccc2)CC1` gave MKP-3 inhibition 0% and Hsp70 inhibitors -2.8%.
O=C1CC(N2CCN(c3ccccn3)CC2)C(=O)N1c1cccc2ccccc12 (centres undefined) was read as MKP-3 inhibition 0% and Hsp70 inhibitors 9.3%.
COc1ccc(Cl)c(Cn2c(NCC(C)O)nc3c2c(=O)n(C)c(=O)n3C)c1 (centres undefined) was read as MKP-3 inhibition -3% and Hsp70 inhibitors -1.1%.
For CCn1c(NN)nc2sc3c(c2c1=O)CCC3 the results were Hsp70 inhibitors 1.6%.
For CCCc1nnc(NC(=O)Cn2c(=O)sc3ccccc32)s1 the results were MKP-3 inhibition 1% and Hsp70 inhibitors 7.4%.
Screening CC1CC(CC(C)C(=O)Nc2nncs2)C(=O)O1 (centres undefined) returned Hsp70 inhibitors 0.7%.
CCN(CC)c1ccc(/C=C2/SC(=S)N(NC(=O)c3ccc(Cl)cc3)C2=O)cc1 was read as MKP-3 inhibition 2% and Hsp70 inhibitors -106%.
For Cc1ccc2[nH]c(=O)c(CN(Cc3ccco3)C(=O)c3ccncc3)cc2c1 the results were MKP-3 inhibition -4% and Hsp70 inhibitors -3.1%.
`CC(C)(C)C(=O)OCCn1c(=O)c2cc3c(=O)n(CCOC(=O)C(C)(C)C)c(=O)c3cc2c1=O` gave MKP-3 inhibition -6% and Hsp70 inhibitors 2.5%.
For c1csc(Cc2nn3c(-c4ccncc4)nnc3s2)c1 the results were MKP-3 inhibition -5% and Hsp70 inhibitors -46%.
Screening O=C(Nc1ccc(N2CCN(C(=O)c3ccccc3)CC2)c(Cl)c1)c1ccco1 returned MKP-3 inhibition -7% and Hsp70 inhibitors 1.5%.
Screening O=S(=O)(NCCOCc1ccccc1)c1ccccc1 returned MKP-3 inhibition 3% and Hsp70 inhibitors -3.7%.
For Cn1c(-c2ccc(F)cc2)cnc1SCC(=O)NCc1ccco1 the results were MKP-3 inhibition -6% and Hsp70 inhibitors -2.4%.
`CC1CCCN(C(=O)C2CCCN(S(=O)(=O)c3cccc4nsnc34)C2)C1` (centres undefined) gave Hsp70 inhibitors 1.3%.
O=C(CC1Sc2ccccc2NC1=O)Nc1ccc(N2CCOCC2)cc1 (centres undefined) was read as MKP-3 inhibition -1% and Hsp70 inhibitors -1.2%.
Cc1ccccc1OCCCN1C(=O)C(=O)c2cccc(C)c21 was read as MKP-3 inhibition -6% and Hsp70 inhibitors 0.7%.
CCOC(=O)N1CCN(c2cc(NCCC(=O)O)c3c4c(onc24)-c2ccccc2C3=O)CC1 was read as MKP-3 inhibition 1% and Hsp70 inhibitors 25%.
For CCOC(=O)C1CCN(C(=O)Nc2ccc3snnc3c2)CC1 the results were MKP-3 inhibition 4% and Hsp70 inhibitors 2.7%.
For COc1cc2nc(-c3cccc(C)c3)oc(=O)c2cc1OC the results were MKP-3 inhibition 4% and Hsp70 inhibitors 1.0%.
O=C(NCc1ccc(F)cc1)C1CCCN1C(=O)NCc1ccccc1 (centres undefined) was read as MKP-3 inhibition -8% and Hsp70 inhibitors -3.4%.
`Cc1nc2cc(NCc3nc4ccccc4n3Cc3ccccc3)ccc2n1C` gave MKP-3 inhibition -14% and Hsp70 inhibitors 5.5%.
Screening O=C(Nc1ccc(Cl)c(Cl)c1)N1CCSC1c1ccco1 (centres undefined) returned MKP-3 inhibition -8% and Hsp70 inhibitors -1.8%.
Screening O=C1CC(Sc2ncn[nH]2)C(=O)N1c1cc(Cl)ccc1Cl (centres undefined) returned MKP-3 inhibition 1% and Hsp70 inhibitors -4.8%.
`CCOc1ccccc1C1N(c2ccc(OC)cc2)C(=O)C2CCCN21` (centres undefined) gave MKP-3 inhibition -5% and Hsp70 inhibitors -2.0%.
For CN1C2=NCCN2C(=O)c2ccccc21 the results were Hsp70 inhibitors -3.8%.
Screening Cc1ccc2cc3cc(C(=O)NCCC(C)C)oc3nc2c1 returned MKP-3 inhibition 4% and Hsp70 inhibitors -4.8%.
Screening CCCCc1c(O)nc(SCC(=O)NCCc2ccc(OC)c(OC)c2)[nH]c1=O returned MKP-3 inhibition -15% and Hsp70 inhibitors 2.4%.
For Cc1cccc(-c2nsc(SCC(=O)Nc3cc(C)on3)n2)c1 the results were MKP-3 inhibition 8% and Hsp70 inhibitors 5.3%.
Screening CCOc1ccc(C)cc1S(=O)(=O)N1CCCCC1 returned MKP-3 inhibition -4% and Hsp70 inhibitors -2.8%.
Screening O=Cc1ccc(-c2ccc(OC(F)(F)F)cc2)o1 returned MKP-3 inhibition 0% and Hsp70 inhibitors 3.2%.
Screening CCOc1ccccc1NC(=O)C1CCCN(S(=O)(=O)c2ccc(OC)c(C)c2)C1 (centres undefined) returned MKP-3 inhibition 7% and Hsp70 inhibitors 3.2%.
`N/C(=N\OC(=O)c1cccc(Cl)c1)c1ccc(Cl)cc1` gave MKP-3 inhibition 5% and Hsp70 inhibitors -1.4%.
`CCOC(=O)C(CCCCOc1ccccc1F)C(=O)OCC` gave MKP-3 inhibition 2% and Hsp70 inhibitors 2.4%.
`Cc1ccc(-n2c(SCCc3ccccc3)nc3sc4c(c3c2=O)CC(C)(C)OC4)cc1` gave MKP-3 inhibition -1% and Hsp70 inhibitors 4.9%.
`O=C(Nc1ccccc1C(=O)Nc1ccccc1I)c1ccccc1` gave MKP-3 inhibition -1% and Hsp70 inhibitors -2.3%.
For O=C(CN(C(=O)CCNC(=O)c1ccco1)c1ccccc1)NC1CCCC1 the results were MKP-3 inhibition -4% and Hsp70 inhibitors 3.4%.
Screening O=C(CSc1ncn(-c2ccccc2)n1)Nc1nccs1 returned Hsp70 inhibitors -2.2%.
Screening CC(C)(C)NC(=O)CSC(=Nc1ccccc1F)NC#N returned Hsp70 inhibitors 6.4%.
For Cc1ccc(/C(O)=C2\C(=O)C(=O)N(CCCC(=O)O)C2c2cccc([N+](=O)[O-])c2)cc1 (centres undefined) the results were MKP-3 inhibition 3% and Hsp70 inhibitors 0.8%.

As a short view, some entries already given.
O=C(NCc1ccc(F)cc1)C1CCCN1C(=O)NCc1ccccc1 (centres undefined) was read as MKP-3 inhibition -8% and Hsp70 inhibitors -3.4%.
`Cc1nc2cc(NCc3nc4ccccc4n3Cc3ccccc3)ccc2n1C` gave MKP-3 inhibition -14% and Hsp70 inhibitors 5.5%.

Going on with the list.
For O=C(C1CCCN(S(=O)(=O)c2ccc(Cl)cc2)C1)N(Cc1cccs1)C1CC1 (centres undefined) the results were MKP-3 inhibition -2% and Hsp70 inhibitors 3.1%.
O=C(NCc1cccnc1)c1ccccn1 was read as MKP-3 inhibition 2% and Hsp70 inhibitors -1.4%.
Cn1c(-c2ccc(N)cc2)nc2ccccc21 was read as MKP-3 inhibition 4% and Hsp70 inhibitors 5.0%.
Screening CCC(C)(C)NC(=O)CN(C(=O)c1snc(C(N)=O)c1N)c1ccc2c(c1)OCCO2 returned MKP-3 inhibition 2% and Hsp70 inhibitors -0.9%.
`O=C(COC(=O)c1ccc(C#CC2(O)CCCCC2)cc1)c1ccc(Br)cc1` gave MKP-3 inhibition 2% and Hsp70 inhibitors -0.3%.
`CCOC(=O)Cc1c(C)c2c(C)[nH]nc2oc1=O` gave MKP-3 inhibition -5% and Hsp70 inhibitors -0.4%.
CC1(C)Cc2c(C#N)c(N)n(-c3ccccc3)c(=O)c2CO1 was read as MKP-3 inhibition -4% and Hsp70 inhibitors 1.1%.
`COCCCNC(=O)C1CCC(=O)N1Cc1ccccc1Cl` (centres undefined) gave MKP-3 inhibition -10% and Hsp70 inhibitors -3.6%.
COc1ccc(N(CC(=O)NCC2CCCO2)S(=O)(=O)c2ccc(C)cc2)cc1 (centres undefined) was read as MKP-3 inhibition 0% and Hsp70 inhibitors 0.7%.
`CN(C(=O)c1ccc(Cl)cc1)C1=CCCCC1CCC#N` (centres undefined) gave MKP-3 inhibition -8% and Hsp70 inhibitors -2.6%.
For CC(=O)/C=C/c1cccc[n+]1C the results were MKP-3 inhibition 0% and Hsp70 inhibitors -4.5%.
Screening CCN(CC)CCCNC(=O)c1nn2c(C(F)(F)F)cc(-c3ccco3)nc2c1Cl returned MKP-3 inhibition 1% and Hsp70 inhibitors 0.9%.
Screening CCOc1cc(/C=C2\SC(N3CCN(C4=NC(=O)/C(=C\c5ccc(O)c(OCC)c5)S4)CC3)=NC2=O)ccc1O returned MKP-3 inhibition 6% and Hsp70 inhibitors 2.7%.
c1ccc(-c2nnc(N3CCN(c4ccccn4)CC3)c3ccccc23)cc1 was read as MKP-3 inhibition 7% and Hsp70 inhibitors 2.5%.
`CCN1C(=O)/C(=C\c2ccccc2OS(=O)(=O)c2ccc(C)cc2)SC1=S` gave MKP-3 inhibition -2% and Hsp70 inhibitors -6.0%.
Screening COc1ccccc1N1CCN(C(=O)Nc2cccc(Cl)c2)CC1 returned Hsp70 inhibitors -3.4%.
Screening CCNC(=O)Cn1cnc2c1c(=O)n(C)c(=O)n2C returned MKP-3 inhibition -3% and Hsp70 inhibitors 1.0%.
For COC(=O)/C=C/S(=O)(=O)c1ccc(NC(C)=O)cc1 the results were MKP-3 inhibition -6% and Hsp70 inhibitors -6.2%.
`O=C(Nc1nnc(SCc2ccccc2)s1)c1cccs1` gave MKP-3 inhibition -6% and Hsp70 inhibitors -1.2%.
For CC(=O)Nc1nc2ccccc2n1CCCN(C)C the results were MKP-3 inhibition 2% and Hsp70 inhibitors -1.8%.
O=C(Cc1ccc(F)cc1)NCCc1ccccc1 was read as MKP-3 inhibition 4% and Hsp70 inhibitors -2.5%&6.4%.

Structural class, those above containing a furan ring, fused or not
`O=C(CSc1ccc2nnc(-c3cccnc3)n2n1)NCc1ccco1` gave MKP-3 inhibition 3% and Hsp70 inhibitors -1.2%.
For Cc1ccc2[nH]c(=O)c(CN(Cc3ccco3)C(=O)c3ccncc3)cc2c1 the results were MKP-3 inhibition -4% and Hsp70 inhibitors -3.1%.
Screening O=C(Nc1ccc(N2CCN(C(=O)c3ccccc3)CC2)c(Cl)c1)c1ccco1 returned MKP-3 inhibition -7% and Hsp70 inhibitors 1.5%.
For Cn1c(-c2ccc(F)cc2)cnc1SCC(=O)NCc1ccco1 the results were MKP-3 inhibition -6% and Hsp70 inhibitors -2.4%.
Screening O=C(Nc1ccc(Cl)c(Cl)c1)N1CCSC1c1ccco1 (centres undefined) returned MKP-3 inhibition -8% and Hsp70 inhibitors -1.8%.
Screening Cc1ccc2cc3cc(C(=O)NCCC(C)C)oc3nc2c1 returned MKP-3 inhibition 4% and Hsp70 inhibitors -4.8%.
Screening O=Cc1ccc(-c2ccc(OC(F)(F)F)cc2)o1 returned MKP-3 inhibition 0% and Hsp70 inhibitors 3.2%.
For O=C(CN(C(=O)CCNC(=O)c1ccco1)c1ccccc1)NC1CCCC1 the results were MKP-3 inhibition -4% and Hsp70 inhibitors 3.4%.
Screening CCN(CC)CCCNC(=O)c1nn2c(C(F)(F)F)cc(-c3ccco3)nc2c1Cl returned MKP-3 inhibition 1% and Hsp70 inhibitors 0.9%.
